# GLP-1R agonist = GLP-1 receptor (human) agonism; P43220; HEK293 GLP-1R CRE-luciferase, luminescence, 4-6 h; cells express a hypersensitive GLP-1R form; Potency, µM (top dose mostly 45.6 µM), for inactives: at the top dose activation, most hits filed as activators; hit rate 0.007% among 380,000; AID 624172; note: % of control where 0% means no effect
# Target sequence (P43220 whole entry, looked up): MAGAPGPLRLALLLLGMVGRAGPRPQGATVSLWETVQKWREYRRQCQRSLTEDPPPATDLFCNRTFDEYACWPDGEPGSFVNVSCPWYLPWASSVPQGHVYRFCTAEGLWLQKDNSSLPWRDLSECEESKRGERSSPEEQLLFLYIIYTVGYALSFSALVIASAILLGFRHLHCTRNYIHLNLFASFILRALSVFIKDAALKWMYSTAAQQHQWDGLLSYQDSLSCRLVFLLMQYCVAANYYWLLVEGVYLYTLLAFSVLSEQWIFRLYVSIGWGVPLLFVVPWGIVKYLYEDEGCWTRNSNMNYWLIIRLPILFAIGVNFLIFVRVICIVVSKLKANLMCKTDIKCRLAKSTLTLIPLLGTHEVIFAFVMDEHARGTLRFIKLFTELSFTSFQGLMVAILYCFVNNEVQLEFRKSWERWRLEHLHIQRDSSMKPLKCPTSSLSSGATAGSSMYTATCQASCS
# KB-V1 MDR tox = kills drug-selected multidrug resistant KB-V1 cells; KB-V1 MDR cells viability, CellTiter-Glo, 72 h; hit rate 3.4% among 400,000; Potency, µM (top dose mostly 46.1 µM), inactives show at the highest dose activity change, negative = cytotoxicity, actives largely listed as cytotoxic; AID 1347076; note: % is set by controls: 0 for no effect and ±100 for the full control effect; nearly all actives have a fitted effect of over 60% in size
#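 qHTS viability screen in drug-selected KB-V1 MDR cells: 72 h compound treatment at 37 degrees C, ATP luminescence end point.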
# GLP1R inv ag = GLP-1 receptor (human) inverse agonism. P43220. hit rate 1.6% among 410,000. HEK293 GLP-1R CRE-luciferase, luminescence, 24 h; GLP-1R form is constitutively active. AID 624417. Potency, µM (highest dose often 38.3 µM), inactives show top-dose activity change, negative = inhibition, hits mostly inhibitors; note: % is set by controls: 0 for no effect and ±100 for the full control effect; nearly all actives have a fitted effect of over 55% in size
#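 Constitutively active GLP-1R drives a cAMP-responsive luciferase in stably transfected HEK293 cells; test compounds are added after overnight (12 h) attachment and left 24 hr, and signal loss in luminescence marks inhibition.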
# KB-3-1 cytotox = KB-3-1 parental cell cytotoxicity. KB-3-1 viability, CellTiter-Glo ATP luminescence, 72 h. hit rate 1.4% among 400,000. AID 1347075. Potency, µM (doses to about 46.1 µM), without a hit: at the highest dose activity change, negative = cytotoxic, hits mostly cytotoxic; note: % is set by controls: 0 for no effect and ±100 for the full control effect; nearly all actives have a fitted effect of over 60% in size
#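 Cells are dispensed, compounds pinned in, plates held at 37 °C for 72 h, then CellTiter-Glo is added and luminescence read after 10 minutes. Cell line: parental KB-3-1 in phenol-red-free DMEM, 10% FBS.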
# SW480 rerep = DNA re-replication induction in SW480 cells; hit rate 1.8% among 340,000; AID 624297; SW480 DNA re-replication, Hoechst DNA content imaging, 48 h; Potency, µM (series often up to 46.1 µM), for inactives: top-dose re-replication activation, hits mostly activators; note: % of control where 0% means no effect; nearly all actives have a fitted effect of over 55% in size
#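 Quantitative HTS format with DMSO vehicle controls; 48 hr drug incubation at 37 C, then 40 min Hoechst staining and scanning imager measurement at 405 nm excitation.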
# HT1080 IDH1KD tx = toxicity to HT-1080 IDH1 knockdown cells (counter line); HT-1080 IDH1 knockdown viability, ATP luminescence, 48 h; Potency, µM (series often up to 46.1 µM), for the others: top-dose activity, negative = toxicity, hits mostly cytotoxic; hit rate 2% among 360,000; AID 686971;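 note: 0% = DMSO wells and -100% = cell-free medium wells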
#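 Using the IDH1-knockdown HT-1080 line run in the same batch and compound series as the NT line, viability after 48 h at 37 °C was determined by CellTiter-Glo luminescence and expressed as % activity.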
# TDP-43 yeast inh = inhibitors of TDP-43 toxicity in yeast. hit rate 1.8% among 410,000. Potency, µM (highest dose often 46.1 µM), for the others: at the top dose growth rescue (activation), usual class: activators. TDP-43 expressing yeast growth rescue, BacTiter-Glo, 24 h; note: % of control where 0% means no effect; nearly all actives have a fitted effect of over 50% in size
#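 Readout is BacTiter-Glo luminescence of cell growth, so inhibitors register as activators. TDP-43-expressing yeast at OD600=0.02 in galactose medium, after raffinose pregrowth to mid-log, were incubated with compound for 24 hr at 30 deg C.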
# GLP1R cytotox = cytotoxic in the GLP-1 receptor inverse agonist counter-screen; Potency, µM (top dose mostly 38.3 µM), inactives show top-dose activity change, negative = inhibition, actives largely listed as inhibitors; HEK293 cAMP-luciferase reporter cells, luminescence, 24 h; hit rate 0.13% among 410,000;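 note: loss of luciferase light is scored as toxicity; % is set by controls: 0 for no effect and ±100 for the full control effect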
#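 MLSMR compounds, 24 hr on cells at 37 deg C/5% CO2; luminescence after luciferase reagent (12 min RT). Inhibition counted as the undesired cytotoxic outcome.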
# HT1080-NT tox = kills 2HG-producing HT-1080-NT fibrosarcoma cells; HT-1080-NT fibrosarcoma viability, CellTiter-Glo ATP luminescence, 48 h; Potency, µM (top dose mostly 46.1 µM), inactives show at the highest dose activity, negative = less viability, usual class: cytotoxic; hit rate 1.6% among 360,000; AID 686970;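 note: NT is the 2HG producing partner of a matched IDH1 knockdown line; 0% = DMSO-treated cells and -100% = media-only wells without cells; nearly all actives have a fitted effect of over 55% in size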
#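 Compounds were tested in concentration-response format on HT-1080-NT cells for 48 hours at 37 degrees C. Cell viability came from CellTiter-Glo luminescence; curves were classified by r2, response magnitude and activity.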
# * = called active by the depositor; ? = inconclusive; . = not tested or not shown; & = joins results of further samples; ! = a repeat was not active; [ ] = dose if it differs, or a comment. Calls come from the whole dose curve; as a rule, active = well fitted curve in the direction sought with a large enough effect; inconclusive = small, poorly fitted or top-dose-only effect, or another doubt; inactive = no such curve, though single readings can be large; an effect the other way counts as inactive or inconclusive. Potency is the fitted concentration of half-maximal effect.
Molecule,TDP-43 yeast inh,HT1080-NT tox,HT1080 IDH1KD tx,GLP1R inv ag,GLP-1R agonist,KB-3-1 cytotox,SW480 rerep,GLP1R cytotox,KB-V1 MDR tox
CCOC(=O)[C@]12CCCC=C1N(Cc1ccc(Cl)cc1Cl)C(=O)[C@H](CC(=O)NCCc1ccccc1OC)C2,?,?,?,?,-12.0%,?,.,-9.7%,?
COc1ccc(/C=C(/C#N)C(=O)NC2CCCCC2)cc1Br,4.2%,16.7%,13.5%,?,-5.1%,-17.9%,?,-7.9%,-3.0%
O=C(NCCc1c[nH]c2ccccc12)OCCCCOC(=O)NCCc1c[nH]c2ccccc12,12.8%,?,?,?,-8.1%,?,0.1%,-28.9%,?
COC(=O)c1ccc(C(=O)OC)c(NC(=O)COC(=O)C23CC4CC(CC(O)(C4)C2)C3)c1,13.0%,0.7%,6.1%,-11.1%,2.2%,13.1%,-1.7%,-24.9%,-10.7%
COc1cc(C2CC(=O)N(c3ccc(C)cc3)C(=O)C2)cc(OC)c1OC,0.2%,3.26µM*,?,?,1.3%,4.61µM*,3.66µM*,-14.5%,4.61µM*
O=C(NCc1ccccn1)c1ccc(N2CCCC2=O)cc1,-0.8%,3.8%,5.7%,26.8%,0.5%,4.9%,9.8%,16.6%,10.6%
Cc1ccccc1-n1ccnc1SCC(=O)Nc1cccc(S(=O)(=O)NC2=NCCC2)c1,5.0%,0.2%,9.4%,-12.9%,0.5%,?,0.3%,13.9%,-6.6%
CCOc1ccccc1N=CC1=C(O)CC(c2ccccc2)CC1=O (centres undefined),-12.8%,-10.5%,-3.6%,-16.4%[7.66 µM],-0.2%,15.7%,14.5%,-11.3%[7.66 µM],-22.4%
S=C(Nc1ccc(Cl)c(Cl)c1)N1CCOCC1,26.0%,1.9%,1.9%,-26.9%,-5.6%,?,-4.2%,-20.8%,?
COc1ccc(C(=O)N(Cc2ccccc2)c2cccc(C)c2)c(OC)c1OC,-11.1%,-0.7%,-1.1%,?,0.1%,6.4%,0.2%,6.9%,?
O=C(NNc1ncnc2sccc12)c1ccc(Cl)cc1,-6.6%,?,-0.4%,-7.4%,-9.6%,-21.0%,-10.5%,17.6%,-4.6%
OC1(c2ccc(Cl)cc2)CCN(Cc2cn[nH]c2-c2ccc(F)cc2)CC1,-0.2%[1.82 µM],20.6µM*,?,?,15.1%,-4.4%,3.2%,-27.0%,-17.6%
CCOc1ccccc1Nc1nc(N)nc(CSc2nccc(C)n2)n1,1.7%,-0.2%,1.5%,29.7%,16.6%,-1.2%,-5.0%,-1.4%,-22.1%
CCN(CC)C(=O)Cn1cc(S(=O)(=O)CC(=O)Nc2ccc(OC)c(OC)c2)c2ccccc21,5.3%,0.2%,-0.3%,21.7%,11.7%,3.3%,-28.0%,0.7%,2.0%
Cc1ccc2c(c1)NC(=O)C(CC(=O)NCCCN1CCCCC1C)O2 (centres undefined),4.2%,0.5%,4.0%,-20.5%,-1.8%,2.3%,-1.4%,1.9%,0.0%
Cc1ccc(S(=O)(=O)N2CCCC2CNC(=O)C(=O)NCc2ccccn2)cc1 (centres undefined),-21.8%,-1.2%,1.7%,5.9%,17.9%,7.7%,19.7%,-11.7%,8.0%
Cc1ccc(C(=O)NN=Cc2ccc3c(c2)OCO3)cc1,-3.7%,?,?,?,7.4%,5.0%,-2.3%,-21.3%,0.2%
O=C1C2C3CC(C(Br)C3Br)C2C(=O)N1CC1CCCO1 (centres undefined),24.0%,-1.0%,3.3%,1.6%,7.6%,-1.0%,-7.6%,3.7%,3.6%
O=C1C(Cl)=C(N2CCN(Cc3ccccc3)CC2)C(=O)N1c1ccccc1,-9.4%,17.8%,9.6%,-4.5%,16.5%,-2.5%,-3.1%[9.22 µM],-4.2%,16.8%
CCc1ccc(NC(=O)CSc2nc3nc(C)cc(C)n3n2)cc1,3.0%&20.3%,-1.3%,-3.9%,9.6%&18.8%,5.1%&17.9%,-20.5%&-25.3%,11.6%,-13.9%&1.3%,13µM*!
O=C(CSc1nnnn1-c1ccccc1)Nc1nc(-c2ccccc2)ns1,16.0%,-2.4%,-7.3%,-4.9%,-24.7%,7.3%,-4.8%,2.1%,?
O=C(O)c1cccc(-n2nc(-c3ccc(Cl)c([N+](=O)[O-])c3)c3ccccc3c2=O)c1,-26.0%,-10.4%,-26.6%,31.8%[activator],7.0%,10.1%,-8.2%,-0.7%,?
COCCNC(=O)C(c1ccc(Cl)cc1)N(C(=O)CCC(=O)Nc1ccccn1)C1CCCC1 (centres undefined),-3.6%,-0.7%,-0.1%,-5.2%,27.3%,0.0%,4.3%,10.5%,-4.1%
COc1ccc(NC(=O)CN(C)C(=O)c2ccc(C)s2)cc1,26.9%,5.6%,5.5%,-22.7%,-0.4%,12.3%,-8.6%,-4.8%,13.1%
COc1cccc(NC(=O)Nc2ccc(F)cc2)c1,0.0%,9.2%,-0.3%,?,-3.6%,-0.8%,.,-7.8%,-9.0%
CC(=O)c1cccc(NS(=O)(=O)c2ccc(C(=O)Nc3ccccc3)cc2)c1,-8.9%,-17.6%,?,-29.5%,20.4%,?,4.6%,-8.2%,?
C/C(=N\NC(=O)c1cc(Br)ccc1O)c1ccccn1,?,?,?,-5.3%,-0.1%,-17.8%,?,-24.7%,0.0%
CCOc1ccc(/C=N/NC(=O)CSc2n[nH]c(=O)[nH]c2=O)cc1OC,-12.8%[0.397 µM],1.2%,2.8%,17.3%,8.0%,-0.6%,-6.6%,3.4%,3.2%
CC(Cc1cccs1)NC(=O)CCCn1nnnc1CN1CCOCC1 (centres undefined),12.7%,0.8%,1.6%,5.8%,-7.9%,.,0.8%,-6.5%,.
c1ccc(CN2CC[C@@H](Nc3nccn4ccnc34)C2)cc1,-7.9%,9.9%,0.3%,-24.3%,-1.3%,-1.4%,.,-6.2%,20.6%
COc1ccc(-n2ncc3c(N4CCN(c5cccc(C)c5C)CC4)ncnc32)cc1,6.1%,16.3%,0.7%,8.6%,10.8%,3.4%,-2.5%,8.5%,?
Cc1nn(C(C)C(=O)N2CCc3ccccc3C2)c(=O)c2cc3occc3n12 (centres undefined),-9.8%,-1.6%,-0.6%,-0.1%,25.0%,-8.2%,0.0%,-6.2%,-12.6%
CN1CCN(Cc2nc(N)nc(Nc3ccc4c(c3)OCCO4)n2)CC1,0.1%,-1.0%,-0.1%,11.4%,-11.6%,13.3%,-15.0%,0.2%,15.7%
CCCOc1cccc(C2/C(=C(/O)c3ccccc3)C(=O)C(=O)N2CCN(C)C)c1 (centres undefined),18.7%,7.2%,11.0%,6.0%,-6.5%,7.3%,0.8%,4.2%,3.6%
Cc1cc(C)c2nc(C)cc(Nc3cccc(C(=O)O)c3)c2c1,3.2%,.,.,8.4%,.,?,.,3.9%,19.2%
Nc1nnc(SCCN2C(=O)c3ccccc3C2=O)s1,-20.2%,0.8%,4.3%,0.0%,-0.6%,5.1%,-15.4%,1.9%,15.9%
Cc1onc(-c2ccccc2)c1C(=O)N=C(N)c1ccc(Cl)cc1,-2.2%,1.3%,-6.0%,?,10.6%,-0.2%,-7.5%,-7.2%,?
C#CCC(NC(=O)c1ccc(C(F)(F)F)cc1)C(=O)NCCC (centres undefined),-12.6%,26.1%,1.4%,15.1%,0.6%,0.8%,-7.9%,8.8%,13.3%
O=C1CSC(c2cccc(F)c2)N1c1ccccc1 (centres undefined),-0.2%,10.1%,-0.3%,-7.6%,5.0%,3.8%,0.6%,0.2%,3.0%
C[C@H]1CN([C@@H](C)CO)S(=O)(=O)c2ccc(Br)cc2O[C@H]1CN(C)C(=O)Cc1ccccc1,22.5%,1.0%,7.7%,10.9%,-3.0%,-3.2%,.,-6.2%,11.9%
CCn1ccc2cc(S(=O)(=O)N3CCC(C(=O)NCCc4ccccc4Cl)CC3)ccc21,0.0%,.,.,?,.,0.0%,.,-3.7%,-10.0%
CCc1ccc(NC(=O)Cn2ncc3c4ccccc4n(C)c3c2=O)cc1,3.5%&0.0%,1.3%,6.2%,21.9%&15.6%,3.7%,5.3%&2.4%,0.7%,3.2%&3.5%,22.5%&-9.3%
CC1(C(=O)NS(=O)(=O)c2ccccc2)CCN1C(=O)C1(c2ccc(Cl)cc2)CCC1 (centres undefined),0.0%,2.2%,0.0%,?,-0.1%,0.0%,.,-8.1%,0.0%
COC(=O)c1ccc(C(=O)NC2CCCN(Cc3ccc(Cl)cc3)C2)nc1 (centres undefined),?,-8.0%,-2.2%,?,1.9%,-0.8%,?,-29.0%,13.2%
CC(C)CC(=O)c1c[nH]c(C(=O)NCCc2ccccn2)c1,-12.7%,6.1%,0.7%,15.1%,2.3%,14.7%,-3.7%,-7.8%,-5.5%
CN1CCN(C(=O)C2=C[C@@H](c3coc4ccccc4c3=O)C[C@@H](OCCCCO)O2)CC1,-4.5%,13.4%,0.0%,-1.9%,-3.2%,4.2%,-41.8%,2.7%,-15.4%
O=C(NCc1ccco1)c1sc2cc(Cl)ccc2c1Cl,11.4%,2.0%,-27.2%,-0.6%,17.3%,12.0%,?,11.7%,0.0%
O=C(Nc1ccc(Cl)c(S(=O)(=O)N2CCOCC2)c1)c1ccc(Cl)nc1,27.7%,-3.9%,-12.5%,?,-37.6%[inhibitor],?,10.9%,?,?
O=C(CSc1ccccc1)NC1CCCCCC1,14.4%,10.6%,14.0%,-25.1%,-2.6%,11.9%,-3.0%,-17.4%,13.2%

# 3 structures out of the list, arranged by SMILES length, ascending.
Molecule,TDP-43 yeast inh,HT1080-NT tox,HT1080 IDH1KD tx,GLP1R inv ag,GLP-1R agonist,KB-3-1 cytotox,SW480 rerep,GLP1R cytotox,KB-V1 MDR tox
Cc1ccc(C(=O)NN=Cc2ccc3c(c2)OCO3)cc1,-3.7%,?,?,?,7.4%,5.0%,-2.3%,-21.3%,0.2%
COC(=O)c1ccc(C(=O)NC2CCCN(Cc3ccc(Cl)cc3)C2)nc1 (centres undefined),?,-8.0%,-2.2%,?,1.9%,-0.8%,?,-29.0%,13.2%
COc1cc(C2CC(=O)N(c3ccc(C)cc3)C(=O)C2)cc(OC)c1OC,0.2%,3.26µM*,?,?,1.3%,4.61µM*,3.66µM*,-14.5%,4.61µM*

# Screening data from PubChem.
